NOD2 RIPK2 PPI = NOD2-RIPK2 protein interaction inhibition. O43353. CHO BLA complementation NOD2-RIPK2, CCF4 ratio. inhibition, % at 4.98 µM. 360,000 tested, 0.38% active; in the data active means inhibition above about 21%;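 further: 0% = vehicle only and 100% = reference blocker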
Target sequence (O43353 whole entry, looked up): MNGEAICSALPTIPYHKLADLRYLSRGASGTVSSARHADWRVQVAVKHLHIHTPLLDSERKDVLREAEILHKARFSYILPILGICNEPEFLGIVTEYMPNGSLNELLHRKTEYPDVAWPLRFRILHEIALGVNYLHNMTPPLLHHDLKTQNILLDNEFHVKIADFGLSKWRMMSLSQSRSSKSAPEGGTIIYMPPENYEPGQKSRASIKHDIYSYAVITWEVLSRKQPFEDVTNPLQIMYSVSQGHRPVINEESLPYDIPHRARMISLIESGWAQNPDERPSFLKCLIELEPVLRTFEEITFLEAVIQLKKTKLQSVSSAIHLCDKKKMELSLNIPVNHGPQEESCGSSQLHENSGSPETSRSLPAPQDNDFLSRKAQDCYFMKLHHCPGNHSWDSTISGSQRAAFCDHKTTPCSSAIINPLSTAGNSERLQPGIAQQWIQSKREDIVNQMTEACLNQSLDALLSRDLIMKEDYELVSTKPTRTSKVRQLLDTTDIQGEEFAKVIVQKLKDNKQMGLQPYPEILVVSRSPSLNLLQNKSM
ABHD5-PLIN5 inh = inhibitors of human ABHD5-perilipin-5 interaction | Split G. princeps luciferase complementation, luminescence, 4 h | inhibition, % at 4 µM | 360,000 tested, 0.78% active;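 active means inhibition above the mean inhibition across every tested compound plus 3 SD, cut at about 22% in these data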;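 further: 0% = DMSO only wells and the 100% control is not disclosed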
MC4R antagonist = human MC4R antagonism in cAMP assay. MC4R-expressing cells, MTII-stimulated cAMP, LANCE TR-FRET. AID 540295. inhibition, % at 6.5 µM. 360,000 tested, 0.48% active;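 active means inhibition above its plate's cutoff, the mean of tested wells on that plate plus 3 SD, cut at about 29% in these data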;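 further: 0% = Melanotan II alone and 100% = Melanotan II plus saturating MCL0020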
Target sequence (P32245 whole entry, looked up): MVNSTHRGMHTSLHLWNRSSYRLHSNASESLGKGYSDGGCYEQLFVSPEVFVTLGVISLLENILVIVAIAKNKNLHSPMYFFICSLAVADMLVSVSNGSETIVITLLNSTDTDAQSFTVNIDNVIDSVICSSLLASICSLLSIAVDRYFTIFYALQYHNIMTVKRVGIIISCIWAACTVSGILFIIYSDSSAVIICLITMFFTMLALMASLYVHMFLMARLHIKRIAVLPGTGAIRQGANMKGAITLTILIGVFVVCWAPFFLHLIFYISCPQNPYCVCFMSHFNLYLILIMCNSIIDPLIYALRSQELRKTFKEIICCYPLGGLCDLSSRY
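Material – human MC4R-expressing U2OS cells · Repeats – no replicates · Detection – TR-FRET with Eu-cAMP and labeled anti-cAMP, 671 nm · Times – compound 30 min, challenge 1 h, detection 1 h · Compound – single nominal compound dose of 6.5 µM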
Granule exo inh = lytic granule exocytosis inhibition; AID 651702; TALL-104 LAMP-1 surface exposure, flow cytometry; cells stimulated with thapsigargin and PMA; inhibition, % at 10 µM; 360,000 tested, 0.66% active;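 active means inhibition above about 55%, limit read from the data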
MC4R barr agon = activates human MC4R beta-arrestin recruitment; P32245; U2OS MC4R beta-arrestin complementation, luminescence; percent of melanotan II response, DMSO zero; activation, % at 8.9 µM; 360,000 tested, 0.98% active;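 active means activation above a per-plate cutoff, the mean activation of sample wells on that plate plus 3 SD, cut at about 8% in these data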
ABCB6 inh MLPCN = inhibitors of human ABC transporter ABCB6. Q9NP58. 360,000 tested, 0.19% active. K562-ABCB6 porphyrin accumulation, flow cytometry, 1 h; stronger effect = lower value. fluorescence ratio to DMSO, % at 10 µM. AID 602162;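 active means fluorescence ratio to DMSO below 75%, the collection mean minus 3 SD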;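 further: signal is porphyrin accumulated inside mitochondria; 100% equals median channel fluorescence of DMSO control wells; lower ratio means ABCB6 inhibition with less porphyrin fluorescence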
N-glyco inh = blocks N-linked glycosylation in D54 reporter cells. reporter increase, % at 12.5 µM. 360,000 tested, 0.23% active. D54 ERlucT glycosylation luciferase reporter, 24 h; percent of 100 nM tunicamycin response;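 active means mean luciferase reporter signal, scaled so untreated is 0 and the glycosylation-blocking control 100, at or above a set limit in every replicate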;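 further: luciferase carries N-glycosylation sites so blocking glycosylation raises the light; 0% = median of neutral control wells and 100% = median of 100 nM tunicamycin wells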
Vif imaging = HIV Vif inhibition. 340,000 tested, 0.35% active. inhibition, % at 7.49 µM. HEK293T cells, Vif self-association by quenched fluorescence, imaging, 24 h; in the data active means inhibition above about 50%, passing the limit was not always enough; further: some results filed as inactive read as strong as hits
aDG glyco act = increases alpha dystroglycan glycosylation | Pro5-aDG cells, alpha-DG glycosylation AlphaScreen (IIH6); 0% Pro5, 100% B10-LARGE cell signal | AID 624168 | 360,000 tested, 0.22% active | activation, % at 10 µM;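 active means activation of at least 8% versus controls, or a plate z-score of at least 8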;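 further: Pro5 are CHO cells carrying HIG-tagged alpha-DG that lacks glycosylation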
TLR9-MyD88 inh = blocks human TLR9 binding to MyD88. inhibition, % at 4.98 µM. 340,000 tested, 0.21% active. Q9NR96+Q99836. CHO BLA complementation TLR9-MyD88, CCF4 FRET ratio;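 active means inhibition above the mean over all tested compounds plus 3 SD, cut at about 21% in these data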;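 further: 0% = DMSO only wells and 100% = clavulanate BLA inhibitor control wells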
Active calls of the source: *; / = not tested or not shown. An excerpt; count on the stated rates, not on these rows.

Each structure is followed by: NOD2 RIPK2 PPI	MC4R antagonist	ABHD5-PLIN5 inh	ABCB6 inh MLPCN	Granule exo inh	aDG glyco act	MC4R barr agon	N-glyco inh	Vif imaging	TLR9-MyD88 inh
COCc1c(C(=O)OCC(=O)c2ccc[nH]2)oc2ccccc12
  -3	-2	3	90	-2	0.0	-0.2	2	-2	-4
N#C/C(=C/c1ccccc1[N+](=O)[O-])C(=O)NCc1ccco1
  -11	22	4	92	-5	0.4	-1.5	-4	2	-2
NC(=O)c1ccc(/C(N)=N/S(=O)(=O)c2cc(C(F)(F)F)cc(C(F)(F)F)c2)cc1
  6	2	-3	92	0	0.0	1.0	0	-3	/
CC(C)c1ccc(NC(=O)CSc2nc(=O)n(CCN3CCOCC3)c3c2CCC3)cc1
  -10	-3	1	93	-9	0.4	-4.1	-2	/	-6
Cc1nc2ccccn2c1-c1csc(Nc2cccc(O)c2)n1
  -4	-27	-32	96	12	0.2	-2.1	16	4	-4
COc1ccc(CNC(=O)C(=O)NCc2cccnc2)cc1
  -2	-3	-2	98	-5	0.0	-2.6	1	14	-3
COc1cc(N=C2C(=O)N3CCCc4cccc2c43)cc(OC)c1
  -9	-6	-4	88	6	-0.1	-0.9	1	-8	1
CCC(C)NC(=O)CSc1nnc(-c2ccc(Cl)cc2)n1N (configuration not stated)
  2	3	-3	96	-1	-0.3	-2.2	1	/	10
CCOc1cc(C(=O)NC2CC(C)(C)NC(C)(C)C2)cc(OCC)c1OCC
  0	-2	3	96	-14	0.0	1.6	-1	0	-8
C[C@H](NC(=O)c1ccccc1)C(=O)Nc1nc(-c2ccccn2)cs1
  -2	17	-8	98	3	0.5	-2.8	2	1	-5
Cc1coc2cc3oc(=O)c(CC(=O)N(C)CC(=O)O)c(C)c3cc12
  3	29*	-13	102	6	-0.1	0.8	0	4	-4
Cc1nn(CC(=O)N2CCOCC2)c(C)c1[N+](=O)[O-]
  -13	-5	0	109	-2	-0.1	-0.3	2	3	-1
Cc1ccc(NC(=O)COC(=O)C2CC3CCCC(C2)C3=O)c([N+](=O)[O-])c1 (configuration not stated)
  -7	0	-1	98	8	1.3	0.1	3	-2	-11
C=CCNc1nc(Cl)nc(NC2CCCCC2)n1
  2	-4	4	93	1	0.0	-0.6	-1	-3	2
CCc1nnc(NC(=O)CCC(=O)N2CCN(Cc3ccc(OC)c(F)c3)CC2)s1
  1	5	1	97	-1	0.1	-0.1	1	-4	-12
Nc1ccc2nc(SCc3ccccc3F)sc2c1
  -3	2	1	101	-5	0.0	-0.1	-7	-8	-8
Cc1ccc(C)c(C(=O)COc2ccc(C)nc2[N+](=O)[O-])c1
  1	-2	-2	95	16	-0.3	-1.6	-1	/	-5
Cc1c(C(=O)N2C[C@@H](C)O[C@@H](C)C2)oc2c(F)cccc12
  4	12	-9	98	-5	0.3	-2.1	3	-4	-5
O=C(CSc1nnc(NC(=O)c2ccco2)s1)Nc1ccccc1Br
  -6	12	4	100	-8	2.2*	0.5	0	19	3
CCOC(=O)Cc1ccc(Nc2nc(NCc3ccccc3)nc3ccsc23)cc1
  7	10	-3	87	33	1.8	8.5*	-1	-7	/
Cc1nc2nc[nH]n2c(=O)c1NC(=O)c1cccc(OCC(C)C)c1
  1	-1	5	98	0	0.1	-3.4	1	2	-8
O=C(CN1CCN(c2ncccn2)CC1)NCCC1=CCCCC1
  0	21	10	96	16	-0.3	0.5	-3	12	-9
CCOC(=O)C1CCCN(C(=O)CSc2ccc(Br)cc2)C1 (configuration not stated)
  1	4	2	87	1	-0.1	0.2	-1	1	-1
Cc1cc(Cl)c(S(=O)(=O)NCCC(=O)O)cc1OCC(N)=O
  -1	-1	-2	101	-1	0.1	-1.8	1	10	12
O=C(OCc1ccc(Cl)c(Cl)c1)c1ccc[nH]1
  0	-13	-5	97	3	0.0	0.0	0	3	1
COc1ccc(S(=O)(=O)N2CCC[C@H]2C(=O)N2CCC[C@H]2C(=O)N[C@H](C)c2ccccc2)cc1C
  -6	/	-2	95	-3	0.3	/	/	/	/
COc1ccc(CC(=O)N(Cc2ccccc2)c2ccc(C)cc2)cc1S(=O)(=O)N1CCOCC1
  0	5	-5	83	-2	0.1	-3.4	21	-1	2
O=C1OCCC1=COCCCCCOC=C1CCOC1=O
  0	6	-5	94	6	-0.1	-1.0	-1	71*	6
Cc1cc(C(=O)N2CCC(C)CC2)on1
  -2	23	0	100	0	0.0	2.4	2	-5	-13
Cc1ccccc1Sc1c(C#N)c(-c2ccccc2)nn1C
  1	4	-7	95	0	0.0	2.1	-4	/	-3

Full records, looked up by structure. Screens in order: NOD2 RIPK2 PPI, MC4R antagonist, ABHD5-PLIN5 inh, ABCB6 inh MLPCN, Granule exo inh, aDG glyco act, MC4R barr agon, N-glyco inh, Vif imaging, TLR9-MyD88 inh
Record of Cc1cc(Cl)c(S(=O)(=O)NCCC(=O)O)cc1OCC(N)=O : -1, -1, -2, 101, -1, 0.1, -1.8, 1, 10, 12
Record of Cc1nc2nc[nH]n2c(=O)c1NC(=O)c1cccc(OCC(C)C)c1 : 1, -1, 5, 98, 0, 0.1, -3.4, 1, 2, -8
Record of CC(C)c1ccc(NC(=O)CSc2nc(=O)n(CCN3CCOCC3)c3c2CCC3)cc1 : -10, -3, 1, 93, -9, 0.4, -4.1, -2, /, -6

More structures
Each structure is followed by: NOD2 RIPK2 PPI	MC4R antagonist	ABHD5-PLIN5 inh	ABCB6 inh MLPCN	Granule exo inh	aDG glyco act	MC4R barr agon	N-glyco inh	Vif imaging	TLR9-MyD88 inh
COc1ccc(COC(=O)CCc2c[nH]c3ccccc23)cc1F
  2	5	-7	100	0	-0.1	-2.2	-1	6	1
O=C(NNc1cccc(Cl)n1)c1ccc(Cl)cc1Cl
  2	7	-1	100	1	0.0	-0.6	4	5	-10
c1ccc2c(c1)nc(N1CCCCCC1)c1nncn12
  -6	-13	-8	97	-5	-0.3	-1.3	3	/	-10
CCc1[nH]nc2c1C1(CCN(C(=O)c3ccccc3)CC1)C(C#N)=C(N)O2
  3	-7	-8	105	3	-0.3	-1.8	-1	13	-5
CCc1ccc(CN(C)C(=O)c2ccc3c(=O)n4c(nc3c2)CCC4)cc1
  -6	12	-2	95	-7	0.0	-4.5	1	-2	5
Cc1csc(NC(=O)Cc2ccc(F)cc2)n1
  -13	19	6	92	1	-0.2	-1.4	-1	-4	0
Cc1ccc2c(c1)N(C)/C(=C/c1cccc[n+]1CCO)S2
  -6	-3	-3	181	16	0.0	-0.1	2	5	1
COc1ccc(S(=O)(=O)NC(CC(=O)NCc2ccco2)c2ccco2)cc1 (configuration not stated)
  -6	-1	-3	88	-2	-0.2	-1.5	0	-13	-2
CNC(=O)c1ccsc1NC(=O)c1ccc2c(c1)CCCC2
  -1	2	1	96	-2	-0.2	0.2	-10	-12	11
O=C1CCc2ccc(NC(=O)C3CC3)cc2N1
  -11	-1	2	99	-5	-0.1	1.8	1	1	7
Cc1cc2c(NC(=O)CC(C)(C)CC(=O)O)cccc2nn1
  -8	0	-5	104	3	0.2	-1.2	5	29	0
O=C(CN1CCc2ccccc2C1)Nc1ccccc1C(F)(F)F
  6	8	-1	100	-1	0.2	3.1	1	-1	-15
CN1CCN(S(=O)(=O)c2ccc(NC(=O)c3cccs3)cc2)CC1
  -5	-2	-2	81	5	0.0	-1.6	2	4	2
COCCN(C(=O)CSc1nc(-c2ccccc2)cn1N)c1c(N)n(Cc2ccccc2)c(=O)[nH]c1=O
  12	-6	-5	94	-5	-0.1	-4.7	1	-1	0
O=C1CCN=C(Nc2ccc(F)cc2)N1Cc1ccccc1
  -13	4	-3	89	1	-0.2	-2.1	0	-5	-3

Some of the entries so far, with tabs.
mol	NOD2 RIPK2 PPI	MC4R antagonist	ABHD5-PLIN5 inh	ABCB6 inh MLPCN	Granule exo inh	aDG glyco act	MC4R barr agon	N-glyco inh	Vif imaging	TLR9-MyD88 inh
COc1ccc(S(=O)(=O)NC(CC(=O)NCc2ccco2)c2ccco2)cc1 (configuration not stated)	-6	-1	-3	88	-2	-0.2	-1.5	0	-13	-2
CNC(=O)c1ccsc1NC(=O)c1ccc2c(c1)CCCC2	-1	2	1	96	-2	-0.2	0.2	-10	-12	11

Part of the list above with just ABCB6 inh MLPCN.
molecule,ABCB6 inh MLPCN
c1ccc2c(c1)nc(N1CCCCCC1)c1nncn12,97
Cc1cc(Cl)c(S(=O)(=O)NCCC(=O)O)cc1OCC(N)=O,101
COc1ccc(CNC(=O)C(=O)NCc2cccnc2)cc1,98
O=C1CCc2ccc(NC(=O)C3CC3)cc2N1,99

(next part)
Each structure is followed by: NOD2 RIPK2 PPI	MC4R antagonist	ABHD5-PLIN5 inh	ABCB6 inh MLPCN	Granule exo inh	aDG glyco act	MC4R barr agon	N-glyco inh	Vif imaging	TLR9-MyD88 inh
Cc1ccc2nc(SC(C)C(=O)N3CC(C)OC(C)C3)[nH]c2c1 (configuration not stated)
  -7	3	-4	98	-2	-0.1	-3.6	2	-9	7
NC(=O)COC(=O)CCSc1ccc(Cl)cc1
  -8	1	2	104	-2	0.2	0.5	2	2	7
COc1ccc(NC(=O)CSc2nc3[nH]ncc3c(=O)n2-c2ccccc2OC)cc1OC
  0	-12	8	100	-3	-0.3	0.3	5	0	-8
O=C(O)CSc1ncnc2c1oc1ccccc12
  -2	10	11	90	-5	-0.1	-0.4	1	16	2
CCC(CC)C(=O)Nc1nnc(SCC(=O)N2CCN(c3ccccc3OC)CC2)s1
  6	4	-1	93	0	0.1	2.1	0	1	-9
CC(=O)Nc1ccc(NC(=O)c2ccc(C3SCC(=O)N3CCc3ccccc3)cc2)cc1 (configuration not stated)
  -10	9	3	99	2	-0.1	-2.8	-4	-1	9

Screening results deposited in PubChem by several laboratories.
